Assay outcomes from PubChem BioAssay.
NR5A2 inv ag: suppresses constitutive activity of human LRH-1; O00482; HEK293T StAR-luciferase reporter, LRH-1 transfected, 24 h; inhibition, % at 3.6 µM; hit rate 0.13% among 360,000; AID 602396;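 active = inhibition above the mean inhibition of all tested compounds plus 3 SD, cut at about 73% in these data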;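 note: 0% = DMSO wells and 100% = reporter-only cells lacking LRH-1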
Target sequence (O00482 whole entry, looked up): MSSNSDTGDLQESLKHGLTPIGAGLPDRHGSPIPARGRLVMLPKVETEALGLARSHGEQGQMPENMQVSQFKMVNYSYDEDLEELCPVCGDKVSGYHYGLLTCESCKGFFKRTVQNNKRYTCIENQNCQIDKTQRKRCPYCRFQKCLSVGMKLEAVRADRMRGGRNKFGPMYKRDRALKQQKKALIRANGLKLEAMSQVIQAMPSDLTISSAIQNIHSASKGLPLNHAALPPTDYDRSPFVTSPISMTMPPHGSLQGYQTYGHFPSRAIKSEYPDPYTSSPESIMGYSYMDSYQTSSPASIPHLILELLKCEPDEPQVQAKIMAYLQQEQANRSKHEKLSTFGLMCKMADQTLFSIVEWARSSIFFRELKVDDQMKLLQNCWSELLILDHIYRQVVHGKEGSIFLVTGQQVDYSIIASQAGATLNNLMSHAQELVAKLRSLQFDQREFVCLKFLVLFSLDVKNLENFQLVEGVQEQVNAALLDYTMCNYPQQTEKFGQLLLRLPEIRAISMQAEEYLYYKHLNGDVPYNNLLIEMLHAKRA
SRC1 inh: human NCOA1 inhibition; inhibition, % at 3.6 µM; hit rate 0.12% among 360,000; AID 588354; HEK293 GAL4-SRC1 luciferase reporter, luminescence;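 active = inhibition above the campaign mean plus 3 SD, with each screening campaign given its own cutoff, cut at about 60% in these data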;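 note: 0% = DMSO treated cells and 100% = gossypol at 36 µM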
TWEAK Fn14 block: blocks TWEAK-Fn14 interaction in a reporter cell assay | TWEAK-stimulated Fn14 reporter cells, luciferase luminescence, 8 h | inhibition, % at 10 µM | hit rate 2% among 360,000 | AID 1159606; in the data active = inhibition above about 50%
CF NFkB inh: blocks PAF-induced NF-kB reporter in cystic fibrosis cells | KKLEB NF-kB-GFP reporter, GFP fluorescence overnight | inhibition, % at 5 µM | hit rate 0.86% among 360,000 | AID 588850;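 active = at least 50% inhibition at 5 µM, scaled per plate between neutral and stimulator controls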;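 note: PAF is a Pseudomonas aeruginosa culture filtrate used as stimulus; plate controls were PAF-stimulated DMSO wells for no effect and unstimulated DMSO wells for full effect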
KKLEB tox: reduces viability of KKLEB cystic fibrosis airway cells | KKLEB CF airway cells viability, ATPlite luminescence, overnight; stronger effect = lower value; cells stimulated with P. aeruginosa culture filtrate | activity change (cytotoxicity), % at 5 µM | hit rate 0.36% among 360,000 | AID 602141;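 active = corrected activity change at or below -50% at 5 µM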
COUP-TFII inh: NR2F2 (human) inhibition, primary screen; P24468; HEK293T NGFI-A luciferase reporter, luminescence; inhibition, % at 8.6 µM; hit rate 0.7% among 370,000;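 active = inhibition above a per-plate cutoff, mean inhibition of test wells between control levels plus 3 SD, cut at about 38% in these data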;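 note: cells cotransfected with COUP-TFII expression vector driving the NGFI-A reporter; 0% = median of COUP-TF2 test wells and 100% = reporter-only cells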
Target sequence (P24468 whole entry, looked up): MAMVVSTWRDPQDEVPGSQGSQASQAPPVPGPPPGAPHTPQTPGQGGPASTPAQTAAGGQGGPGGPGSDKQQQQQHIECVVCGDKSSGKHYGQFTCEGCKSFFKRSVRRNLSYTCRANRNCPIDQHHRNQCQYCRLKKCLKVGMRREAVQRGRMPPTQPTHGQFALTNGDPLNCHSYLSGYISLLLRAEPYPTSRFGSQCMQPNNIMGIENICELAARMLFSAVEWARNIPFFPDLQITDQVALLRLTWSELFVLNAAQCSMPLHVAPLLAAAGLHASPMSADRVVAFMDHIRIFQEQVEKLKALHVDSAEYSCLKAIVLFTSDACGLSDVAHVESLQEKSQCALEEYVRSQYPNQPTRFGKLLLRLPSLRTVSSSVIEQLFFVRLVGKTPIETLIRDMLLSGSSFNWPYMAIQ
C8 TRAIL sens: caspase-8 TRAIL sensitization. AID 624354. inhibition (viability loss, TRAIL sensitization), % at 10 µM. hit rate 1% among 360,000. NB7+C8 cells + TRAIL, ATPlite viability luminescence;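 active = compounds causing at least 50% loss of cell viability in the single-dose screen, relative to plate controls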
SRC3 inh: inhibitors of human steroid receptor coactivator 3 (SRC3) | HEK293 GAL4-SRC3 luciferase reporter, luminescence | hit rate 0.17% among 360,000 | inhibition, % at 3.6 µM | Q9Y6Q9;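 active = inhibition above a per-campaign cutoff, the mean of all compounds plus 3 SD, cut at about 60% in these data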;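 note: 0% = DMSO-treated cells and 100% = gossypol-treated cells at 36 µM; higher means less SRC3-driven luciferase light from the GAL4 reporter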
TROY signal inh: blocks TROY-dependent signaling in reporter cells. Q293 LMP1-TROYcd NF-kB luciferase reporter, 4 h. inhibition, % at 10 µM. hit rate 0.98% among 360,000;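 active = compounds whose plate-normalised and pattern-corrected inhibition of the luciferase reporter signal at the single screening dose is 50% or more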
EBV LMP1 NFkB: inhibitors of Epstein-Barr LMP1-induced NF-kappaB reporter; LMP1-induced NF-kappaB luciferase reporter cells, luminescence; inhibition, % at 12.5 µM; hit rate 0.69% among 350,000; AID 504558; in the data active = inhibition above about 41%;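 note: 0% = neutral control wells and 100% = reference inhibitor control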
SRC2 inh: human SRC2 (NCOA2) inhibition; AID 651957; Q15596; inhibition, % at 9 µM; hit rate 0.17% among 370,000; HEK293 GAL4-SRC2 luciferase reporter, luminescence;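 active = inhibition above the mean inhibition of all tested compounds plus 3 SD, set per campaign, cut at about 52% in these data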;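 note: 0% = DMSO treated cells and 100% = cells given Gossypol at 36 µM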
* = called active by the depositor; nt = not tested or not shown. No enrichment for hits, and some 4.2% of all compounds hit somewhere here.

Second line of a record – CF NFkB inh	TWEAK Fn14 block	TROY signal inh	NR5A2 inv ag	EBV LMP1 NFkB	C8 TRAIL sens	COUP-TFII inh	SRC1 inh	SRC3 inh	KKLEB tox	SRC2 inh
O=C1NC(=O)C(Cc2ccccc2)(c2cccnc2)N1 (stereo not drawn)
    -13	19	-18	5	8	1	-10	-11	9	-4	0
CN1CCN(C(=O)C[C@H]2C[C@H]3c4cc(NC(=O)NC5CCCCC5)ccc4O[C@H]3[C@@H](CO)O2)CC1
    6	-4	1	12	-7	2	-5	-1	-5	9	27
CCOc1c(Cl)cc(C(=O)NCCN2CCCCC2)cc1Cl
    12	18	2	-13	-4	5	10	-2	5	-12	0
CCn1c(CC(=O)Nc2ccccc2C)nnc1SCC(=O)NC1CCCC1
    9	17	0	5	-20	-7	2	-4	0	-2	-44
CCC(C(=O)OC)n1cnc2scc(-c3ccc(C)cc3)c2c1=O (stereo not drawn)
    1	0	4	-3	-16	-26	12	2	-3	-8	-31
CC(=O)c1cccc(NC(=O)N2CCC(C(=O)c3ccc(F)cc3)CC2)c1
    1	2	6	13	1	3	-5	-4	13	-3	2
CC(C)CCN1C(=O)c2ccc(-c3nc4ccccc4c(=O)o3)cc2C1=O
    15	16	20	17	-6	-6	2	6	13	-6	-3
COC(=O)CSc1cc(SCC(=O)OC)c(C#N)c(SCC(=O)OC)c1
    10	18	-1	15	-6	-15	4	10	6	-7	-29
C=CCN1C=C2C(=O)C(C)(OC(=O)C3CCCC3)C(=O)C=C2C=C1c1ccsc1 (stereo not drawn)
    -10	23	-2	19	2	11	-1	-5	-6	-4	6
O=C(/C=C/c1ccc([N+](=O)[O-])cc1)NCCc1ccccc1
    -11	-1	-29	11	-11	-1	10	-11	-3	-5	-7
CCOC(=O)C(=O)Nc1ccc(S(=O)(=O)Nc2ncccn2)cc1
    -3	2	-39	8	15	-9	10	-10	18	3	4
CCC1CCc2sc(C(=O)NC3CCN(Cc4ccccc4)CC3)cc2C1 (stereo not drawn)
    33	20	11	10	17	27	19	0	6	-27	14
COc1ccc(C2C(C(C)=O)=C(O)C(=O)N2CCc2c[nH]c3ccccc23)cc1 (stereo not drawn)
    1	-2	3	-8	3	-8	0	6	-1	-2	-6
COc1ccc(Cl)cc1N(CC(=O)NC(C)(C)C)S(=O)(=O)c1ccc(C)c([N+](=O)[O-])c1
    33	-13	11	-13	-7	22	7	4	-7	2	-9
Cc1onc(-c2ccccc2)c1C(=O)Nc1nnc(C(C)C)s1
    -35	-12	-17	-4	-10	-9	2	4	20	15	0
COc1ccc(C(=O)COC(=O)C(CC(C)C)N2C(=O)c3ccccc3C2=O)cc1 (stereo not drawn)
    -2	2	5	-3	4	30	19	-1	11	-6	-22
COc1ccc(Br)cc1S(=O)(=O)Nc1ncn[nH]1
    10	5	20	1	-6	-14	17	-6	1	-3	-1
Cc1ccc(NC(=O)CS(=O)CC(=O)NC(C)CCc2ccco2)cc1Cl (stereo not drawn)
    13	18	-7	-10	1	13	3	-3	-4	-4	-11
COC(=O)c1ccc(Oc2ccc(C(C)(C)C)cc2)c([N+](=O)[O-])c1
    0	-7	-14	-3	-3	-1	6	0	-9	10	10
Cn1c(CCCNC(=O)c2cccs2)nc2ccccc21
    7	0	6	-14	-7	-3	-1	7	-4	-14	-12
COc1ccccc1CN1C(=O)c2cccc3cccc(c23)C1=O
    -6	-3	-1	1	1	2	-8	-5	4	8	-10
Fc1ccc2c(-c3cccc(C(F)(F)F)c3)c(-c3ccccc3)ncc2c1
    12	24	-9	5	5	14	6	3	5	9	5
O=C(CC(c1ccccc1)c1cc(Br)ccc1O)NCCN1CCOCC1 (stereo not drawn)
    4	6	3	22	-6	-5	-3	1	7	-2	0
CCN(CC)c1cc(C)c2cc(NC(=O)c3ccccc3F)ccc2n1
    7	-28	-57	-2	-26	28	-17	3	-1	-15	-20
COc1ccc(N2C(=O)CC(Sc3nc(C)cc(C)n3)C2=O)cc1OC (stereo not drawn)
    -4	4	-6	3	9	-14	2	-1	1	11	-3
CN(CCC#N)c1ncnc2scc(-c3ccccc3)c12
    18	-27	9	-17	8	-6	7	18	11	-13	30
Cc1cc(C)c2nc(SCCc3ccccc3)nc(C)c2c1
    11	2	-12	-11	-3	-5	-15	-4	-19	-1	-8
CC1(C)OC(=O)C2=C(CC(CCc3ccccc3)OC2c2ccccc2)O1 (stereo not drawn)
    24	3	6	9	1	11	11	10	3	-6	14
O=C(CCN1C(=O)c2ccccc2C1=O)c1cnc[nH]1
    16	8	-5	19	nt	-3	-4	7	-35	-9	-18
CCCCC(=O)N(C)c1c(C)nc2ccc(C(=O)N(C)Cc3ccco3)cn12
    5	-3	13	-2	nt	-19	7	7	-2	-2	-2
Cc1ccc(NC(=O)CC2S/C(=N/N=C3\CCCc4ccccc43)NC2=O)cc1 (stereo not drawn)
    -16	11	17	-16	5	-13	-3	-16	26	-3	14
CCCCCCC(c1c(C)n(C)n(-c2ccccc2)c1=O)c1c(C)n(C)n(-c2ccccc2)c1=O
    6	9	0	-8	15	7	-2	-20	-2	-10	5
O=[N+]([O-])c1cccnc1N1CCC(c2cc(-c3ccc(Cl)cc3Cl)n[nH]2)CC1
    6	-6	15	-3	7	3	6	2	-18	4	12
CS(=O)(=O)N(Cc1ccc(C(=O)N2CCc3ccccc3C2)cc1)c1ccccc1
    8	13	-8	-4	-3	3	-4	-10	6	-8	8
O=C1NC(c2cccc([N+](=O)[O-])c2)=CCN1c1ccccc1O
    -3	-7	-34	1	-1	-1	-5	8	2	8	-30
CC(Oc1ccc(Cl)cc1Cl)C(=O)NCc1ccncc1 (stereo not drawn)
    -15	-14	-5	-14	-6	-6	20	-20	10	-12	-11
O=C(NCc1ccccc1)C(c1ccncc1)N(C(=O)c1csnn1)C1CC1 (stereo not drawn)
    0	-16	-23	10	-4	-6	11	1	6	1	-37
CCOC(=O)Cc1cnc(NC(=O)NC(C(=O)OCC)(c2ccccc2)C(F)(F)F)s1 (stereo not drawn)
    -9	-3	-27	5	-4	2	12	13	7	7	-11
Cc1ccc(OCCNC(=O)CCNS(=O)(=O)c2ccc(Br)cc2)cc1
    -7	6	2	21	13	-10	-3	2	10	16	12
COC(=O)NC1c2ccccc2Oc2ccc(C)cc21 (stereo not drawn)
    -43	8	-10	-6	6	-6	5	6	3	5	-5
COC(=O)C1=C(C(=O)OC)[C@@H]2N(C)c3ccccc3[C@@]23C[C@@H](CO)N(C(=O)c2cccs2)C3=N1
    24	-2	14	9	-1	0	-13	-13	-13	2	10
OCCC1CN(Cc2cccc(-n3cccn3)c2)CCN1Cc1ccccc1 (stereo not drawn)
    -3	-15	1	11	-5	-5	-18	-10	18	8	-19
CCCCCC(=O)N1C[C@@H](n2cc(C3CC3)nn2)[C@H](O)C[C@@H]1c1ccc(OC)cc1
    -3	-4	-4	-17	0	-10	7	-11	-11	10	4
CC[N+]1=CN(c2ccccc2)C(C)=CC1(C)C
    -7	-3	-6	-11	5	2	-13	2	2	6	0
CC(C)(C)n1nnnc1C(C1CC1)N1CCN(C/C=C/c2ccccc2)CC1 (stereo not drawn)
    12	2	-5	-15	nt	-4	1	14	5	-15	-32
Cc1cc(C)c(S(=O)(=O)Nc2ncn[nH]2)cc1C
    1	8	-1	14	5	19	2	5	-17	3	1
CCN(C(=O)CSc1ccc(S(=O)(=O)N2CCOCC2)cn1)c1ccccc1
    -4	10	-1	-4	-7	8	7	3	-2	0	-10
CC1(C)Cc2nc3oc4c(=S)nc[nH]c4c3cc2CO1
    9	-4	-6	-84	-2	-3	-18	-56	-40	-5	-51
O=C(/C=C/c1ccc(-c2cccc([N+](=O)[O-])c2)o1)N1CCOCC1
    -25	-24	-37	-23	nt	15	-43	-43	-59	2	-60
COc1cc(C2(c3ccc(O)c(OC)c3)C(=O)Nc3c(C)cc(Br)cc32)ccc1O
    10	-8	20	0	-1	-17	-22	-16	15	-4	-12
COCCN(C(=O)CSc1nnc(C)n1Cc1ccccc1)c1c(N)n(Cc2ccccc2)c(=O)[nH]c1=O
    -4	-2	14	-12	-10	0	nt	-12	7	12	nt
CC1CCN(S(=O)(=O)c2cn(C)c(=O)n(C)c2=O)CC1
    8	9	0	-34	-9	-7	-17	-4	-14	-3	7
CCOc1ccc(CC(=O)OCN2C(=O)c3ccccc3C2=O)cc1
    2	2	12	3	4	12	4	-9	-1	5	2
Cc1ccc(CNc2ncc(-c3ccc4c(c3)OCO4)n2C)cc1
    -17	-19	-18	-6	4	1	-5	-19	1	3	-16
O=C(CNC(=O)OCc1ccccc1)Nc1ccc(F)cc1
    11	2	-9	-22	-2	-2	-13	-6	-3	7	5
Cc1cc(OCC(=O)NNC(=O)c2ccncc2)cc(C)c1Cl
    27	-21	-1	-6	2	15	-34	-1	18	-12	3
Cc1ccc(S(=O)(=O)NNC(=O)c2cc([N+](=O)[O-])c(C)c([N+](=O)[O-])c2)cc1
    -1	6	1	10	nt	-15	22	17	12	-6	12
O=C1COc2ccc(OCc3ccc(F)cc3)cc21
    -25	17	-44	-50	-21	-4	-15	-79	-84	-4	-51
COc1ccc(N(CC(=O)Nc2c(C)cccc2C)S(=O)(=O)c2ccccc2[N+](=O)[O-])c(OC)c1
    21	24	-25	-12	-2	-4	4	-2	10	-7	-22
CC(=O)NCCc1ccc(O)cc1
    7	-8	4	4	-7	-3	-1	4	19	7	2

Going on with the list:
Second line of a record – CF NFkB inh	TWEAK Fn14 block	TROY signal inh	NR5A2 inv ag	EBV LMP1 NFkB	C8 TRAIL sens	COUP-TFII inh	SRC1 inh	SRC3 inh	KKLEB tox	SRC2 inh
Cc1cc(=O)[nH]c(N/N=C/c2c(C)oc3ccccc23)n1
    -10	-2	-2	10	6	-15	2	20	16	4	1
CCOC(=O)c1c(C)[nH]c(NC(=O)NNC(=O)c2ccccc2Cl)c1C
    -8	4	0	2	1	-7	-3	-2	20	11	1
CN(c1ccccc1)S(=O)(=O)c1cc(Cl)ccc1Cl
    6	-1	7	22	5	0	5	16	14	10	-14
CCOC(=O)c1c(C)c(C(=O)Nc2cc(OC)ccc2OC)c(C)n1CC
    13	-8	16	15	-2	8	0	19	5	-15	-3
Cc1nc(C)c(-c2ccc(SCC(=O)Nc3cccc(Cl)c3)nn2)s1
    16	44	50	26	9	30	53*	3	13	-7	9
Cc1ccc(-c2c(C)n([O-])c3c([n+]2=O)CCC3)cc1
    -8	19	3	-8	3	4	-1	-9	12	13	-16
Cc1ccc(C(=O)N/C(=C\c2cccs2)C(=O)NCCc2c[nH]c3ccccc23)cc1C
    -1	-22	-7	6	6	8	22	-2	-2	2	2
O=C(COC(=O)c1ccccc1F)Nc1cc(S(=O)(=O)N2CCOCC2)ccc1N1CCCC1
    9	-1	-11	6	-7	-1	2	-6	-5	14	12
NC(=O)CSc1nnc(-c2ccc(S(=O)(=O)N3CCCCC3)cc2)n1-c1ccccc1
    -5	-7	-6	29	-15	-22	-3	2	5	28	-8
O=C(O)CSc1nnc(COc2ccccc2)n1-c1ccccc1
    2	3	2	8	-7	-20	19	-2	-10	8	-38
